RGS4 inh – blocks human RGS4-accelerated GTP hydrolysis; Potency, µM (top dose mostly 114 µM), inactives show at the top dose activity change, negative = inhibition, hits mostly inhibitors; AID 504845; actives 0.039% (n = 390,000); Transcreener GDP fluorescence polarization, RGS4-accelerated GTP hydrolysis; also: % is scaled to controls: 0 for no effect and ±100 for the full control effect; nearly all actives have a fitted effect of over 75% in size; some results filed as inactive show a strong effect at the top dose
Target sequence (P49798 whole entry, looked up): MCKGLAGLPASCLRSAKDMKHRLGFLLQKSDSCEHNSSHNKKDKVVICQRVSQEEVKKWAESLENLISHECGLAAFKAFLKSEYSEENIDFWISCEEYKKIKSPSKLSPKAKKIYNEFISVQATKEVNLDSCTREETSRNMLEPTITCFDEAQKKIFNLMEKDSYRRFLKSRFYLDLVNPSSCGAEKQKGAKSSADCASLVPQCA
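MLSMR compounds (23 nl, pin-transferred) preincubated 10 min at room temperature with a 500nM (2x) first reagent, then RGS4 at 900nM (2x) plus Transcreener GDP mix added; fluorescence polarization (620/688 nm) read before and after 90 min at 30 °C.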
GLS inhibitor – blocks human kidney-isoform glutaminase activity; actives 0.21% (n = 410,000); GLS enzymatic activity, qHTS titration; O94925; AID 624170; Potency, µM (titrated, usually from 45.5 µM), for inactives: top-dose activity change, negative = inhibition, most hits filed as inhibitors; also: % is scaled to controls: 0 for no effect and ±100 for the full control effect
Target sequence (O94925 whole entry, looked up, canonical isoform): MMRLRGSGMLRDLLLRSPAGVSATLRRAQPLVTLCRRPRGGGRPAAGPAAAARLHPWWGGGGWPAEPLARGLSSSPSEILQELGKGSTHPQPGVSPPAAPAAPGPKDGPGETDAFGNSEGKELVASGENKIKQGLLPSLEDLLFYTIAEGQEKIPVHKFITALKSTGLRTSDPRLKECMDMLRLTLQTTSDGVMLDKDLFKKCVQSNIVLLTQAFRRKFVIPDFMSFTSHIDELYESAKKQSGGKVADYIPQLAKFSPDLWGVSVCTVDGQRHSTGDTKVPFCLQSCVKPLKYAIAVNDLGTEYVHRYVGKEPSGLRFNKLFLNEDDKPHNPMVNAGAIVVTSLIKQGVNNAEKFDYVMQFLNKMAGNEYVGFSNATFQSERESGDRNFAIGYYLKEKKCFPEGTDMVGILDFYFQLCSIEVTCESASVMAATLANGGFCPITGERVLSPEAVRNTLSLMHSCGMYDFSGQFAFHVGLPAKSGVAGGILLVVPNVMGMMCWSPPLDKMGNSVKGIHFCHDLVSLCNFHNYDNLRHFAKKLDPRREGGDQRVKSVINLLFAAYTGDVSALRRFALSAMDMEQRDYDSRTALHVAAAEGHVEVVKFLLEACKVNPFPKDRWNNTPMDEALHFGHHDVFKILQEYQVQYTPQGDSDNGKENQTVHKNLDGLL
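Compounds were pin-transferred onto hKGA, after which L-glutamine (1 mM solution) and a detection mix of glutamate oxidase, HRP and Amplex Red were added. Initial and 30 min RT fluorescence reads were collected.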
PGK inhibitor – inhibitors of T. brucei phosphoglycerate kinase; P07378; PGK/GAPDH coupled, Kinase-Glo luminescence, 60 min; Potency, µM (highest dose often 57.5 µM), inactives show at the top dose activity change, negative = inhibition, most hits filed as inhibitors; actives 0.043% (n = 380,000); also: % is scaled to controls: 0 for no effect and ±100 for the full control effect; nearly all actives have a fitted effect of over 60% in size
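Recombinant glycosomal PGK reaction used 1,3-bisphosphoglycerate generated in-well by GAPDH (100nM final) in 100mM TEA pH 7.6, 5mM MgCl2, 0.01% Tween-20. After 60 minutes at room temperature, ATP was read by Kinase-Glo Plus luminescence end-point.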
HP1b binding inh – HP1-beta chromodomain-methylated histone interaction inhibition; P83916; AlphaScreen HP1-beta / biotin-H3K9me3 peptide binding; Potency, µM (highest dose often 114 µM), for inactives: top-dose activity change, negative = inhibition, most hits filed as inhibitors; actives 0.56% (n = 390,000); AID 540317; also: nearly all actives have a fitted effect of over 70% in size; inactives centre near 23
Target sequence (P83916 whole entry, looked up): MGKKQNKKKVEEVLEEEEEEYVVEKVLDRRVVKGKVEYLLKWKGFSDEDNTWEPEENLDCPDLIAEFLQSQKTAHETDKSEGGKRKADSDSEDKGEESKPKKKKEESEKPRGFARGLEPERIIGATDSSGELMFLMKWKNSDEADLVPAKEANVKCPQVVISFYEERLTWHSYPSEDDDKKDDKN
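AlphaScreen: HP1-beta (50 nM) preformed 30 min with biotin-H3(1-18)K9me3 peptide (50 nM) in PBS pH 7.4, 0.01% Tween-20. Compound added for 30 min at RT, then streptavidin donor/nickel chelate acceptor beads (10 ug/mL) for 30 min.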
ERG Ets-DNA blk – inhibitors of human ERG Ets domain-DNA interaction | P11308 | fluorescence polarization, His-ERG Ets domain / labelled DNA | Potency, µM (titrated, usually from 76.9 µM), inactives show at the top dose FP activity, negative = inhibition, most hits filed as inhibitors | actives 0.028% (n = 370,000); active = well fitted inhibition curve with a large enough effect in the polarisation, with a control signal flat; inconclusive = small, poorly fitted or top-dose-only effect, or effect the other way, or a change in a side signal; inactive = no such curve, though single readings can be large or run the other way; the % refers to the polarisation;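 also: polarization taken with two DNA probes labelled with fluorescein and Texas red; % of control where 0% means no effect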
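His-tagged ERG Ets domain (1 uM in the protein solution; 300mM KCl, 50mM Tris-HCl, 1mM EDTA, 1mM DTT, pH 7.5) received compound, then a probe mix of 5 nM fluorescein-DNA and 100nM Texas-615-DNA. Fluorescence polarization was read for both dyes.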
Pin1 inhibitor – blocks the human prolyl isomerase Pin1; Pin1 FP peptide displacement, HiFluor488, 10 min; Potency, µM (titrated, usually from 115 µM), for inactives: at the top dose activity, negative = inhibition, hits mostly inhibitors; actives 0.009% (n = 390,000); active = well fitted inhibition curve with a large enough effect in the polarisation, with a control signal flat, not every such curve was filed as active; inconclusive = small, poorly fitted or top-dose-only effect, or effect the other way, or a change in a side signal; inactive = no such curve, though single readings can be large or run the other way; the % refers to the polarisation; also: % is scaled to controls: 0 for no effect and ±100 for the full control effect
ALOX12 inh – ALOX12 (human) lipoxygenase inhibition | purified 12hLO, xylenol orange hydroperoxide absorbance | Potency, µM (top dose mostly 108 µM), inactives show at the top dose activity change, negative = inhibition, actives largely listed as inhibitors | actives 1.1% (n = 580,000) | AID 1671190; also: % is scaled to controls: 0 for no effect and ±100 for the full control effect
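Purified human 12hLO at 150 nM in 25 mM Hepes, 0.01% Triton X-100, pH 7.0, preincubated 15 min at room temperature with compound. Reaction started with 40 uM arachidonic acid, 30 min at room temperature. Hydroperoxide measured by Fe-xylenol orange, 573/405 nm absorbance ratio.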
TrxR1 inh – blocks rat thioredoxin reductase 1; O89049; recombinant rTrxR1, NADPH fluorescence consumption, selenite substrate; Potency, µM (titrated, usually from 114 µM), without a hit: top-dose activity change, negative = inhibition, most hits filed as inhibitors; actives 1% (n = 390,000); AID 588453; also: % is scaled to controls: 0 for no effect and ±100 for the full control effect; nearly all actives have a fitted effect of over 65% in size
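Rat TrxR1 (90 nM in the dispensed reagent) was pre-reduced with 400 uM NADPH for 5 min at room temperature, then incubated with compound for 15 min. After 400 uM selenite was added, NADPH fluorescence (Ex 340/Em 450 nm) was followed for 8 min.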
JMJD2A Tudor inh – inhibitors of human JMJD2A Tudor domain; AID 504339; actives 4.4% (n = 390,000); AlphaScreen JMJD2A-Tudor / H3K4me3 peptide binding; Potency, µM (doses to about 114 µM), inactives show at the top dose activity change, negative = inhibition, actives largely listed as inhibitors; also: % is scaled to controls: 0 for no effect and ±100 for the full control effect; nearly all actives have a fitted effect of over 50% in size
* marks the source's active call; other numbers are inactive results; i = inactive; u = inconclusive; x = no result given; [ ] = another dose, or the depositor's remark. Unless noted, calls follow the shape of the dose curve; as a rule, active = well fitted curve in the direction sought with a large enough effect; inconclusive = small, poorly fitted or top-dose-only effect, or another doubt; inactive = no such curve, though single readings can be large; an effect the other way counts as inactive or inconclusive. Potency is read from the fitted curve at half-maximal effect. Not all compounds are listed; count on the stated rates, not on these rows.

SMILES	RGS4 inh	GLS inhibitor	PGK inhibitor	HP1b binding inh	ERG Ets-DNA blk	Pin1 inhibitor	ALOX12 inh	TrxR1 inh	JMJD2A Tudor inh
COCc1cc(C)nc(SCC[N+](C)(C)CC(=O)Nc2ccccc2)c1C#N	-3%	-11%	i	24%	-1%	8%	2%	21%[57.1 µM]	-25%
CC1CCCC(NC(=O)NC(=O)COC(=O)C2=NN(c3ccccc3)C(=O)CC2)C1C (stereo not given)	-10%	-9%	-2%	40%[activator]	0%	-18%	-8%	5%	5%
O=C(NC1CCN(Cc2ccccc2)CC1)C1CCN(c2nnc(-n3cccc3)s2)CC1	5%	-1%	-7%	17%	2%	-1%	3%[57.4 µM]	-12%[57.1 µM]	u
CC(C)CCN1C(Nc2ccccc2)=NC[C@@H]1C	7%	-8%	2%	36%	-10%	0%	21%	6%	-7%
COC(=O)c1c(C)nn(-c2ccccc2)c1N	13%	-3%	0%	36%	3%	-2%	17%	5%	-3%
CC1(c2ccccc2Cl)NC(=O)N(CC(=O)Nc2ccc3c(c2)OCO3)C1=O (stereo not given)	19%	2%	0%	13%	-4%	0%	-9%	12%[57.1 µM]	-10%
CCN1CCN(C(=O)c2cc3c(s2)-c2c(C)cccc2OC3)CC1	21%	6%	i	48%[activator]	-5%	-6%	x	23%[57.1 µM]	-4%
Cc1oc(-c2cccc(Cl)c2)nc1CN1CCCC(C(=O)NCCCN2CCOCC2)C1 (stereo not given)	-20%	8%	4%	4%	-3%	-3%	-16%	7%	-31%
O=C1CC(N2CCSCC2)C(=O)N1CCc1ccccc1 (stereo not given)	-6%	14%	-9%	41%	4%	-2%	0%	5%	-9%
Cc1ccc(C)c(NC(=O)c2nn(C)c3c2CS(=O)(=O)c2ccccc2-3)c1	6%	1%	7%	40%[activator]	2%	0%	-20%	9%	6%
CO[C@@]1(NC(=O)CSCC#N)C(=O)N2C(C(=O)O)=C(CSc3nnnn3C)CS[C@@H]21	-11%[56.9 µM]	11µM*	u	32%	4%	-13%	34%[activator]	u	-14%
CN(C(=O)COC(=O)c1cc(S(=O)(=O)N2CCOCC2)ccc1Cl)C1CCS(=O)(=O)C1 (stereo not given)	13%	-2%	i	15%	3%	-3%	-22%	-9%	-3%
COC(=O)NC1CSCC1OC(=O)CCN1C(=O)c2ccccc2C1=O (stereo not given)	5%	7%	10%	37%	-11%	-9%	26%	8%[57.1 µM]	-5%
Cc1cccc(OCC(=O)N2CCN(C(=O)CCC3CCCC3)CC2)c1	11%	3%	3%	38%	9%	1%	-1%	-2%	-8%
COCCNC(=O)c1cccc(OC2CCN(Cc3cccc(C(C)=O)c3)CC2)c1	17%	-1%	-9%	25%	-12%	0%	-1%	14%	-7%
Cc1ccc(N(C)C(=O)CN(C)S(=O)(=O)c2ccc3c(c2)n(C)c(=O)c(=O)n3C)cc1	-9%	-1%	-4%	29%	-1%	-1%	2%	15%	-11%
COC(=O)C1C/C(=N\NS(=O)(=O)c2ccc(C)cc2)c2ccsc2C1 (stereo not given)	11%	24%	2%	20%	-1%	-4%	u	5%[57.1 µM]	-9%
C/C(=N\Nc1cc(C)nc(NCc2ccccc2)n1)c1cccc([N+](=O)[O-])c1	1%	2%	-1%	30%	9%	-3%	0%	21%	-16%
Cc1ccc(-n2ncc(C(=O)NC3CCCCC3)c2C2CCN(C(=O)OC(C)(C)C)CC2)cc1	-10%	-2%	-3%	44%[activator]	0%	-2%	-3%	22%	-21%
CCOc1c(OC)cccc1C(=O)NCC1(c2ccccc2)CCCC1	0%	-4%	-5%	98%[activator]	-16%	-1%	u	9%	25%
Cc1cc(Cl)ccc1OCc1cc(=O)n2c3c(sc2n1)CCCC3	4%	-10%	-1%	51%[activator]	-3%	-3%	u	-6%	5%
Cc1ccc(Cl)cc1N1CCN(C(=O)COc2ccc3c(c2)CCC3)CC1	-29%	3%	3%	61%[activator]	-4%	18%	-27%	17%	3%
COc1ccc(C(=O)O)cc1NC(=S)NC(=O)CSc1ccc(Cl)cc1	-2%	-4%	4%	9%	6%	-9%	u	15%[57.1 µM]	-14%
Cc1cc(NC(=O)CCC(=O)N(c2ccc(F)cc2)C2(C(=O)NC3CCCCC3)CCCC2)no1	u	1%	-8%	22%	-8%	3%	0%	0%	-24%
O=C(CN(C(=O)CNS(=O)(=O)c1ccccc1)c1ccc2c(c1)OCCO2)NCc1ccco1	-15%	6%	-3%	5%	0%	-5%	0%	15%[57.1 µM]	-14%
CC(C)Sc1oc(-c2cccs2)nc1S(=O)(=O)c1ccc(Cl)cc1	-16%	-4%	-5%	51%[activator]	-1%	34%[activator]	4%	0%	14%
CCCOc1ccc(N2C(=O)CC(SCCc3nc4ccccc4[nH]3)C2=O)cc1 (stereo not given)	25%	-2%	-1%	54%[activator]	-6%	-3%	12%	7%	-19%
Cc1ccc(C2=N/C(=C\c3ccc(F)cc3)C(=O)N2)cc1	-12%	-2%	0%	54%[activator]	6%	10%	2%	27%	-22%
CC(=O)NCCc1ccc(C(=O)COC(=O)c2cccn2C)cc1	-25%	-16%	-16%	18%	-3%	4%	-24%	1%[57.1 µM]	-10%
COc1ccc(/C=N/N(C)C2=NS(=O)(=O)c3ccccc32)cc1	-4%	-7%	-13%	20%	0%	6%	0%	4%[57.1 µM]	1%
Fc1ccc2cc(-c3ccccc3F)ncc2c1	17%	5%	-3%	90%[activator]	0%	3%	-13%	0%	49%[activator]
COc1ccc(NC(=O)Cn2c(=O)n(Cc3ccco3)c(=O)c3ccccc32)cc1	1%	-1%	6%	21%	-5%	9%	14%	0%	-3%
CCc1ccc(NC(=O)Cn2c(=O)n(-c3ccccc3C)c(=O)c3c2c2cc(OC)ccc2n3C)cc1	3%	9%	-1%	15%	-5%	-6%	-1%	395%[activator]	-5%
CNC(=S)NCC(O)c1ccc([N+](=O)[O-])cc1 (stereo not given)	6%	u	-2%	24%	-4%	-1%	-29%	34%[57.1 µM]	-13%
Cc1cccc(N2CCN(C(=O)CSCc3c(C)noc3C)CC2)c1C	13%	12%	1%	7%	2%	-1%	x	-3%	-28%
Cc1ccc(S(=O)(=O)N2CCN(C(=O)COC(=O)c3cc(C)oc3C)CC2)cc1	-29%	-1%	-3%	11%	1%	-3%	-5%	-1%	-14%
Cc1cc(C)c[n+](C(C)C(=O)c2ccc(-c3ccccc3)cc2)c1 (stereo not given)	-2%	0%	3%	34%	2%	0%	-3%	-5%	4%[57.1 µM]
COc1ccc2c(c1)c1c(c(=O)n(CCc3ccccc3)c(=O)n1Cc1cccc(Cl)c1)n2C	-3%	-1%	-1%	58%[activator]	-4%	0%	-10%	14%	31%
Cc1cccn2c(=O)c(C=Nc3ccccc3)c(NCCO)nc12	6%	0%	8%	30%	x	-3%	11%	8%	-6%
Cc1cc(=O)oc2cc(OCC3CC(c4ccccc4)=NO3)ccc12 (stereo not given)	3%	2%	0%	20%	1%	-2%	10%	13%	-6%
O=C1CC[C@@H](OCc2ccccc2)CCN1CC[C@H](Sc1ccccc1)c1ccccc1	-5%	-5%	-2%	66%[activator]	12%	u	-5%	1%[57.1 µM]	21%
Nc1nnc(-c2cccc([N+](=O)[O-])c2)s1	u	0%	10%	43%[activator]	-6%	0%	23%	11%[57.1 µM]	-1%[57.1 µM]
CCCCCc1c(O)nc(SCCN(CC)CC)[nH]c1=O	1%	-4%	2%	43%[activator]	1%	5%	-7%	11%	-14%
CSc1nc2c(cc1C#N)CCCCC2	-7%	-8%	-1%	57%[activator]	-26%	6%	-14%	-14%	41%[activator]
COc1ccc(-c2nc3c(c4nnc(SC(C)C(=O)Nc5ccccc5)n24)COC(C)(C)C3)cc1 (stereo not given)	-1%	2%	9%	26%	-10%	-1%	24%	8%	-6%
COc1cccc2sc(Nc3nnc(-c4ccccc4Cl)o3)nc12	-2%	7%	-7%	38%[activator]	-9%	7%	5%	25%	u
O=C(NCCc1cccs1)C1CC1	-26%	-13%	i	17%	5%	-2%	u	14%[57.1 µM]	-6%
Cc1ccc(S(=O)(=O)c2nc(-c3cccs3)oc2NCCCN(C)C)cc1	-10%	-1%	4%	16%	1%	-1%	-27%	14%	-4%[57.1 µM]
O=C(c1ccco1)N1C(=O)c2cccc3c(S(=O)(=O)N4CCCC4)ccc1c23	3%	0%	-8%	-2%	-6%	3%	0%	11%[57.1 µM]	-22%
CCOc1ccc(NC(=O)N2CC=C(c3c[nH]c4ccccc34)CC2)cc1	16%	11%	i	1%	-12%	u	-28%	9%	u
Cc1ccc(-c2nc(=S)c3c(n2Cc2ccco2)CC(C)(C)OC3)cc1	u	10%	-6%	25%	14%	7%	x	u	-9%[57.1 µM]

Reprinted at random: 3 records from the list.
SMILES	RGS4 inh	GLS inhibitor	PGK inhibitor	HP1b binding inh	ERG Ets-DNA blk	Pin1 inhibitor	ALOX12 inh	TrxR1 inh	JMJD2A Tudor inh
Cc1cc(C)c[n+](C(C)C(=O)c2ccc(-c3ccccc3)cc2)c1 (stereo not given)	-2%	0%	3%	34%	2%	0%	-3%	-5%	4%[57.1 µM]
O=C(c1ccco1)N1C(=O)c2cccc3c(S(=O)(=O)N4CCCC4)ccc1c23	3%	0%	-8%	-2%	-6%	3%	0%	11%[57.1 µM]	-22%
O=C(NCCc1cccs1)C1CC1	-26%	-13%	i	17%	5%	-2%	u	14%[57.1 µM]	-6%

Screens deposited in PubChem by National Center for Advancing Translational Sciences (NCATS).
